LYP inhibition: inhibitors of LYP phosphatase, biochemical, fluorescence intensity, uHTS (AID 1779). 290,000 compounds, 0.054% hits. one-dose inhibition, % at 11.5 µM; IC50 in µM for titrated hits. recombinant LYP phosphatase, fluorescence intensity; higher % means a stronger effect; in the data active = inhibition above about 50%;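 note: plate controls were vehicle with enzyme for no effect and no enzyme for full effect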
Myeloid diff MLP: myeloid differentiation induction. calls only at 10 µM. 360,000 compounds, 1% hits. ER-HoxA9 myeloid progenitors, lysozyme-GFP differentiation, flow cytometry;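 active = normalized GFP-positive differentiation at or above the plate's own cutoff, the solvent-only control mean plus 3 SD; inconclusive = no clear call, values can overlap the other calls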;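 note: cells exposed to compound for four days before flow analysis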
Myeloid diff MLP GFP+ MAC1+ %: second read-out of Myeloid diff MLP, no call of its own (marks repeat the call); GFP+ MAC1+ double positive, %; measured here: differentiation confirmed by MAC1 staining
Active calls of the source: *; i = inactive; ? = inconclusive; nt = not tested or not shown. These rows are one share of the data. The share of hits here may be higher or lower than overall.

SMILES | LYP inhibition | Myeloid diff MLP | Myeloid diff MLP GFP+ MAC1+ %
c1ccc(CN2CCN(c3nc4ccccc4s3)CC2)cc1 | -10% | i | 0.9
Cc1ccc(CN(C)S(=O)(=O)c2c(C)noc2/C=C/N(C)C)cc1 | -5% | i | 0.7
O=C(N/C(=C/c1cccnc1)C(=O)N1CCCCCC1)c1cccc(Br)c1 | -7% | i | 0.0
C/C(CC(=O)Nc1ccc([N+](=O)[O-])cc1)=N\NC(=O)c1ccccc1[N+](=O)[O-] | -6% | i | 0.3
C(=N\N=C\c1ccccn1)/c1ccccn1 | -9% | i | 0.6
Clc1cccc(CNCCCSc2ncccn2)c1 | -3% | i | 0.5
CCC(C)(C)NC(=O)C(OC(=O)c1ccco1)c1ccc(OC)cc1 (configuration not stated) | -10% | i | 0.6
O=C(CCCCCN1C(=O)[C@@H]2Cc3ccccc3CN2C1=O)N[C@@H](Cc1ccc(O)cc1)C(=O)O | -5% | i | 3.3
O=C1CC(C(=O)O)(c2ccccc2)c2cccc(F)c21 (configuration not stated) | -5% | i | 0.3
c1ccc(-c2nnnn2-c2ccccc2)cc1 | -8% | i | 0.5
O=C(CCNC(=O)c1ccc(Br)cc1)Nc1ncccc1O | -9% | i | 0.5
COc1ccc(CCN2CC(C(=O)N(C)CC(=O)Nc3cccc(F)c3)CC2=O)cc1OC (configuration not stated) | -7% | i | 0.4
CC(C)CC(=O)Nc1ccc(S(=O)(=O)Nc2nccs2)cc1 | -11% | i | 0.3
N#Cc1ccccc1-c1ccccc1C(=O)N1CCCCC1 | -8% | i | 0.5
CN(C(=O)CSc1nnc(-c2ccncc2)n1-c1ccccc1)C1CCS(=O)(=O)C1 (configuration not stated) | -3% | i | 0.1
Cc1cc(OC(C)C(=O)NCc2cccnc2)c2c(C)c(Cc3ccccc3)c(=O)oc2c1 (configuration not stated) | -17% | i | 1.7
Cc1ccc(C(=O)N/N=C\c2ccc(OC(=O)c3cccc(F)c3)cc2)cn1 | -4% | i | 1.9
Clc1cccc(Cl)c1OCCCCN1CCCCC1 | -6% | i | 1.4
COc1ccc(CCNC(=O)CCS(=O)(=O)c2ccc3c(c2)NC(=O)CO3)cc1OC | -3% | i | 0.0
O=C1NNC(=O)C1c1ccccc1 | -7% | i | 0.5
CCc1noc(C)c1C(=O)N1CCC(CCC(=O)Nc2cccc(C)c2)CC1 | -8% | ? | nt
COc1ccc(CCNCC(=O)Nc2ccc(OC(F)F)cc2)cc1 | -12% | i | 0.2
O=C(Cc1cccc2ccccc12)Nc1cc(Cl)ccc1C(=O)O | 1% | i | 0.4
CC(C)[C@H](NC(=O)c1c(F)cccc1F)C(=O)OCC(=O)NC(=O)NC1CCCC1 | -11% | i | 1.0
Cc1cc(OCC(=O)NC2CCN(Cc3ccccc3)CC2)c2c(C)c(C)c(=O)oc2c1 | -7% | i | 0.0
N#Cc1cccc(NC(=O)Cn2cnc(S(=O)(=O)N3CCCC3)c2)c1 | -7% | i | 0.3
Cc1cc(=O)oc2c(C)c(OCC(=O)c3ccccc3)ccc12 | -11% | i | 0.7
CCCC(=O)Nc1ccc(-c2nc3ncccc3o2)cc1 | -11% | i | 1.0
COc1ccc(CN(C)C(=O)c2cc(S(=O)(=O)Nc3ccccc3F)ccc2C)c(OC)c1 | 1% | ? | nt
CN1CCN(c2ccccc2NC(=O)Cn2ncc3c([nH]c4ccccc43)c2=O)CC1 | -8% | i | 1.0
CN(C(=O)CCNC(=O)N1CC(=O)Nc2ccccc21)C1CCCCC1 | -8% | i | 4.3
CCc1ccc(CN(C)C(=O)C2CCC(=O)N(CCCN3CCCC3=O)C2)cc1 (configuration not stated) | -10% | i | 1.0
Cc1ccccc1N(CC(=O)NCc1ccco1)C(=O)CNS(=O)(=O)c1ccc(F)cc1 | -6% | i | 1.1
CCOc1ccc(Nc2cc(C)nc3c(C)cccc23)cc1 | -4% | i | 0.6
COc1ccccc1NC(=O)C(C)OC(=O)CC1CCCC1 (configuration not stated) | -5% | ? | nt
COc1ccccc1NC(=O)CCNS(=O)(=O)c1ccc2[nH]c(=O)oc2c1 | -6% | ? | nt
CN(C(=O)c1cc([N+](=O)[O-])ccc1NCc1cccnc1)c1ccccc1 | -8% | i | 0.8
O=S(=O)(c1ccccc1)c1nc(-c2ccccc2)oc1NCCCN1CCOCC1 | -7% | i | 0.5
CC(=O)NC(CC(=O)OCC(=O)Nc1ccc2c(c1)OCO2)c1ccccc1 (configuration not stated) | -8% | i | 0.4
COc1cc(NC(=O)CSCc2ccc(Cl)cc2Cl)c(C(=O)O)cc1OC | -10% | i | 0.3
Cc1ccc(OCc2cc(C(=O)N3CC4C[C@@H]5CC3C[C@H](C4)C5)no2)cc1C | 0% | i | 1.5
CCCCCCCCCC(=O)N1CCN(c2cc3c(cc2F)c(=O)c(C(=O)O)cn3CC)CC1 | -4% | i | 0.9
COC(=O)c1cc(NC(=O)c2c(-c3ccccc3)noc2C)ccc1N1CCOCC1 | -13% | i | 0.7
CCc1nonc1NC(=O)c1oc2cc(C)c(Cl)cc2c1C | 0% | ? | nt
Cc1ccc(-c2nnc(SCC(N)=O)nc2-c2ccc(C)cc2)cc1 | -6% | i | 0.4
CC1CCCC(NC(=O)COC(=O)/C=C/c2ccc(S(=O)(=O)N3CCOCC3)cc2)C1C (configuration not stated) | -8% | i | 0.5
COc1ccccc1NC(=O)CCC(=O)OC(C)C(=O)c1ccccc1 (configuration not stated) | -9% | i | 0.3
CCc1n[nH]c(=S)n1/N=C/C(C)=C\c1ccccc1 | -4% | i | 0.3
CCOCCCN(C(=O)CCC(=O)Nc1cc(C)on1)C(C(=O)NC(C)(C)CC)c1cccc(OC)c1OC (configuration not stated) | -9% | i | 0.4
COc1cc(CC(=O)NC2CCCc3ccccc32)cc(OC)c1OC (configuration not stated) | -6% | i | 0.4
Cc1ccc(CNC(=O)Nc2ccc(F)cc2)n1C | -9% | i | 0.5
CCOc1ccc(S(=O)(=O)n2cc(F)c(=O)[nH]c2=O)cc1[N+](=O)[O-] | -8% | ? | nt
COc1cc(C(=O)N/N=C/c2cn(Cc3cccc(F)c3)c3ccccc23)ccc1O | -1% | i | 0.3
CC1(C)CC(=O)c2sc(NS(=O)(=O)c3cc(Cl)ccc3Cl)nc2C1 | -8% | i | 0.3
COc1cccc(C(=O)Nc2nnc(S(=O)(=O)Nc3cccc(C)c3)s2)c1 | -10% | i | 5.8
COc1ccc(N(CC(=O)NCCSc2ccccc2)S(=O)(=O)c2ccccc2)cc1OC | -9% | i | 0.7
CCc1cc2c(CN3CCN(Cc4ccccc4)CC3)cc(=O)oc2cc1O | -10% | i | 0.5
COc1ccc(C(=O)NCCSc2ccccc2C)cc1 | -5% | i | 0.3
CC(=O)Nc1ccc(NC(=O)CCN2C(=O)c3ccccc3C2=O)cc1 | -8% | i | 0.0
COc1ccc(NC(=O)c2cccs2)cc1C(=O)N1CCN(c2ccccc2)CC1 | -4% | i | 1.2

6 of the compounds above, with two lines to a compound:
Under each structure – LYP inhibition | Myeloid diff MLP | Myeloid diff MLP GFP+ MAC1+ %
COc1cc(CC(=O)NC2CCCc3ccccc32)cc(OC)c1OC (configuration not stated)
  -6% | i | 0.4
Cc1ccc(CNC(=O)Nc2ccc(F)cc2)n1C
  -9% | i | 0.5
CCOc1ccc(S(=O)(=O)n2cc(F)c(=O)[nH]c2=O)cc1[N+](=O)[O-]
  -8% | ? | nt
COc1cc(C(=O)N/N=C/c2cn(Cc3cccc(F)c3)c3ccccc23)ccc1O
  -1% | i | 0.3
CC1(C)CC(=O)c2sc(NS(=O)(=O)c3cc(Cl)ccc3Cl)nc2C1
  -8% | i | 0.3
COc1cccc(C(=O)Nc2nnc(S(=O)(=O)Nc3cccc(C)c3)s2)c1
  -10% | i | 5.8

(listing goes on)
SMILES | LYP inhibition | Myeloid diff MLP | Myeloid diff MLP GFP+ MAC1+ %
CCOc1ccccc1NC(=O)Cn1nnc(C(=O)NCCc2ccc(OCC)c(OCC)c2)c1N | -11% | i | 4.4
COc1ccccc1NC(=O)c1ccc2nc(C)sc2c1 | -2% | i | 0.6
CSc1nnc(-c2ccc(S(=O)(=O)N3CCCCC3)cc2)o1 | -7% | i | 2.9
COC(=O)CNC(=O)CSc1nc2c(sc(=S)n2-c2ccccc2)c(=O)[nH]1 | -2% | i | 0.4
O=S(=O)(Nc1cc(F)ccc1F)c1cccc2nsnc12 | -5% | i | 0.1
COc1ccc(NS(=O)(=O)c2cccc(C(=O)NCC(c3ccc(F)cc3)N3CCOCC3)c2)cc1 (configuration not stated) | -6% | i | 1.2
O=C(NCc1ccc(F)cc1F)Nc1cnccc1C(F)(F)F | -9% | i | 0.2
COc1cccc(OCC(=O)N2CCCc3ccccc32)c1 | -3% | i | 0.9
CC(=O)Nc1ccc(S(=O)(=O)N2CCc3cc4c(cc3C2)OCCCO4)cc1 | -9% | i | 0.8
CCn1c(=S)sc2c(=O)n(CC(=O)Nc3ccccc3C(F)(F)F)c(C)nc21 | 1% | i | 0.0
Cc1ccc(CNC(=O)Cn2cccc2)cc1 | -9% | i | 0.8
Cc1ccc(N(CC(=O)NC(C)(C)C)C(=O)CCC(=O)Nc2nccs2)cc1C | -15% | i | 0.6
COc1ccc(Cl)cc1C(=O)NCCCn1ccnc1 | -9% | i | 0.4
O=C(CNCc1cccc(Cl)c1)N1CCc2ccccc2C1 | -6% | i | 0.3
O=Cc1ccc2c(c1)CCN2Cc1ccccc1 | -6% | i | 0.6
O=C(NCCCN1CCCCCC1)c1cc2c(=O)oc3ccccc3c2s1 | -3% | i | 1.2
O=C(COC(=O)C1CC2CCCC(C1)C2=O)NC(=O)c1ccc(OC(F)F)cc1 (configuration not stated) | -8% | i | 2.4
O=C(COC(=O)c1cnccn1)c1ccc(C2CCCCC2)cc1 | -6% | i | 0.6
COc1ccc(S(=O)(=O)Cc2ccc(C(=O)O)o2)cc1 | -8% | i | 1.3
COc1ccc(NC(=O)CN(CC(=O)Nc2ccc(OC)cc2)C(C)(C)CO)cc1 | -8% | i | 0.8

Next part; the last 4 above are carried over.
SMILES | LYP inhibition | Myeloid diff MLP | Myeloid diff MLP GFP+ MAC1+ %
O=C(COC(=O)C1CC2CCCC(C1)C2=O)NC(=O)c1ccc(OC(F)F)cc1 (configuration not stated) | -8% | i | 2.4
O=C(COC(=O)c1cnccn1)c1ccc(C2CCCCC2)cc1 | -6% | i | 0.6
COc1ccc(S(=O)(=O)Cc2ccc(C(=O)O)o2)cc1 | -8% | i | 1.3
COc1ccc(NC(=O)CN(CC(=O)Nc2ccc(OC)cc2)C(C)(C)CO)cc1 | -8% | i | 0.8
CN(C)S(=O)(=O)c1cccc(NC(=O)c2c[nH]c3ccccc23)c1 | -1% | i | 0.4
CC(OC(=O)c1ccc(NC(=O)CC#N)cc1)C(=O)NC(=O)NC1CCCCC1 (configuration not stated) | -7% | i | 1.3
COc1ccc(-c2nc(CS(=O)CC(=O)NC(C)CCc3ccccc3)c(C)o2)cc1OC (configuration not stated) | -11% | i | 2.4
O=C(C[N+]12CC[N+](CC(=O)c3ccc(F)cc3)(CC1)CC2)c1ccc(F)cc1 | 1% | i | 0.6
C[C@H](NC(=O)c1nc[nH]c1C(=O)N1CCN(c2ccccc2)CC1)C(=O)OCc1ccccc1 | 2% | i | 1.9
O=C(Nc1c[nH]c(=O)[nH]c1=O)c1cccc([N+](=O)[O-])c1 | -6% | i | 1.3
CCCc1nnc(NC(=O)CCC(=O)N2CCC(Cc3ccccc3)CC2)s1 | -4% | i | 4.1
CN(C)CCN(Cc1ccco1)C(=O)c1oc2ccccc2c1NC(=O)COc1ccccc1 | -15% | i | 4.8
N=c1c(C(=O)NCCN2CCOCC2)cc2c(=O)n3ccccc3nc2n1CCc1ccccc1 | -30% | i | 1.6
Cc1cc2c(Nc3ccc(O)cc3)ncnc2s1 | -6% | i | 0.6
Cc1cc(C)c(S(=O)(=O)Nc2cccc(S(=O)(=O)N3CCOCC3)c2)c(C)c1 | 4% | i | 1.5
COC(=O)CN1C(=O)Nc2ccc(Cl)cc2C1c1ccccc1 (configuration not stated) | -5% | i | 1.1
COc1ccc(CCNC(=S)N2CCN(S(=O)(=O)c3ccccc3F)CC2)cc1 | -1% | i | 2.6
COc1ccc(CCNC(=O)C(=O)c2cn(CC(=O)N3CCOCC3)c3ccccc23)cc1 | -6% | i | 1.1
CC(=O)c1ccc(-n2c(CCC(=O)O)ccc2-c2ccc(Br)cc2)cc1 | -5% | i | 0.7
CC1CCCC(C)N1CC(O)COCc1ccccc1F (configuration not stated) | -6% | i | 0.5
O=C(OCC(=O)N1CCCC1)c1c(Cl)cccc1Cl | -6% | i | 0.8
O=C(NCCS(=O)(=O)N1CCN(c2ccc(F)cc2)CC1)c1ccc(Br)o1 | -13% | i | 2.3
COc1ccc(NC(=O)c2nnn(CC(=O)Nc3ccc4c(c3)OCO4)c2N)c(OC)c1 | -11% | i | 0.0
COc1ccc(S(=O)(=O)NC2CC3CCC2C3)cc1Br (configuration not stated) | 4% | i | 0.4
COc1ccc(S(=O)(=O)N(C)CC(=O)NCCN2CCOCC2)cc1Cl | -10% | i | 0.6
Cc1ccc(S(=O)(=O)N(C)CC(=O)N2CCN(Cc3ccc4c(c3)OCO4)CC2)cc1 | -7% | i | 1.2
N#CC1(NC(=O)COC(=O)C23CC4CC(CC(O)(C4)C2)C3)CCCCC1 | -9% | i | 1.9
O=C(NC1CCCCC1)c1cc(-c2ccccc2Cl)on1 | -7% | i | 0.0
O=C(NCc1ccccc1)C(c1ccccc1F)N(CC1CCCO1)C(=O)c1ccccn1 (configuration not stated) | -7% | i | 0.3
CCCNc1nc2nc3ccccn3c(=O)c2cc1C(=O)NCCN1CCOCC1 | -41% | i | 1.8
COc1cc(C(=O)N/C(=C\c2cn(C)c3ccccc23)C(=O)NCCN2CCOCC2)cc(OC)c1OC | -5% | ? | nt
